LAP4 TOR yeast: modulators of LAP4-GFP expression in yeast, primary screen, S. cerevisiae, multiplex flow cytometry, MLPCN library; actives 0.34% (n = 320,000); 3 h; median GFP as percent of DMSO wells; GFP response vs DMSO, % at 10 µM;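 active means GFP response vs DMSO above a set limit, about the screen mean plus 3 SD, cut at about 150% in these data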
AHR act: AHR activators, primary screen, cell-based, luminescence, luciferase reporter, human; Aryl hydrocarbon receptor (Homo sapiens), P35869; AHR-responsive luciferase reporter cells; activation, % at 5 µM; actives 2.5% (n = 320,000); in the data active means activation above about 47%;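 further: 0% = vehicle wells and 100% = reference agonist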
Target sequence (P35869 whole entry, looked up): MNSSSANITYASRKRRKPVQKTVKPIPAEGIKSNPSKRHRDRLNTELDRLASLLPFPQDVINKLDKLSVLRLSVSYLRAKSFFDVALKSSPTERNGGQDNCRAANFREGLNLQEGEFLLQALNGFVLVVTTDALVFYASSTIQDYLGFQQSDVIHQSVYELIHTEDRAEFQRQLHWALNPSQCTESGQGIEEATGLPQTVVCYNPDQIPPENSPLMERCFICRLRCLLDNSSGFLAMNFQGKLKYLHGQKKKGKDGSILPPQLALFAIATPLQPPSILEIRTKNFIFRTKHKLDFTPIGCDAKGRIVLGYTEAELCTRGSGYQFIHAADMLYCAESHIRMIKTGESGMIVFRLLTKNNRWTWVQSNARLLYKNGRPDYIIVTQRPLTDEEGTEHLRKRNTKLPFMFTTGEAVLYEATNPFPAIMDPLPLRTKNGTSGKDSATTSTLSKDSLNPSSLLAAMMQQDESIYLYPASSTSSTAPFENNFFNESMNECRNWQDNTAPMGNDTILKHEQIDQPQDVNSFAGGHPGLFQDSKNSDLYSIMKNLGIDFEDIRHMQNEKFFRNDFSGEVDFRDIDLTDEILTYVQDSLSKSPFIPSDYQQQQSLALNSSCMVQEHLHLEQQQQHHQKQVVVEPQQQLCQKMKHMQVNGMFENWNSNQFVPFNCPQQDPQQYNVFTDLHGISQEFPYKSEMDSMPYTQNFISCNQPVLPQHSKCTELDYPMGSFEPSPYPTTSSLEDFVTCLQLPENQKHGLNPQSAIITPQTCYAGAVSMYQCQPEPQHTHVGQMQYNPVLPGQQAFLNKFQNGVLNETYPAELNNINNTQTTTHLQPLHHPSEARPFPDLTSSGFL
Yeast superoxide: reduction of superoxide in aged yeast, primary screen, HTS | S. cerevisiae aged cells, superoxide DHE fluorescence; stronger effect = lower value | superoxide response (% of plate mean), % at 10 µM | actives 0.18% (n = 330,000) | AID 2690, 2010;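 active means superoxide response under a set limit, about three screen SD below normal, cut at about 65% in these data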;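 further: yeast aged for seven days with compound at 30 °C before DHE staining; 100% = average MFI of all compound-treated wells on the plate with controls excluded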
Efflux pump mplx: inhibitors of Candida efflux pumps in yeast, primary screen, S. cerevisiae, Nile Red, multiplex. S. cerevisiae Candida pump triplex. AID 485275, 2010. inhibition, % at 10 µM. actives 0.44% (n = 330,000);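 active means plate passing quality check with inhibition over a set limit, or well fluorescence over plate mean plus 4 SD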;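 further: Nile Red retained in pooled yeast measured as flow cytometry median fluorescence; 0% = buffer negative control and 100% = Enniatin B positive control; higher means more Nile Red kept so more efflux inhibition; some compounds called inactive have numbers as strong as hits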
RPL19A-GFP yeast: RPL19A-GFP expression modulators in yeast, primary screen, cell-based, S. cerevisiae, multiplex flow cytometry, MLPCN; actives 0.3% (n = 330,000); S. cerevisiae RPL19A-GFP strain, 3 h; stronger effect = lower value; percent response vs DMSO, % at 10 µM;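 active means percent response vs DMSO below 50%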;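 further: median channel GFP fluorescence of the barcoded RPL19A-GFP strain; ratio of sample median GFP to plate DMSO average so 100% = DMSO; lower means less RPL19A-GFP as with rapamycin TOR inhibition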
MEP2 TOR yeast: modulators of MEP2-GFP levels in yeast, primary screen, S. cerevisiae, multiplex flow cytometry, MLPCN library | AID 2016, 2009 | S. cerevisiae MEP2-GFP strain, 3 h; 100% = DMSO control level | GFP response vs DMSO, % at 10 µM | actives 0.51% (n = 330,000);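 active means GFP response versus DMSO above a set limit, roughly screen mean plus 3 SD, cut at about 180% in these data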;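 further: median GFP fluorescence of the barcode-gated MEP2-GFP cells per well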
CIT2-GFP yeast: modulators of CIT2-GFP expression in yeast, primary screen, S. cerevisiae, GFP fusion, multiplex flow cytometry, MLPCN library; S. cerevisiae CIT2-GFP strain, 3 h; 100 means same as DMSO wells; GFP response vs DMSO, % at 10 µM; actives 0.065% (n = 320,000); AID 2029, 2009;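 active means GFP response relative to DMSO above a set limit, near the screen mean plus 3 SD, cut at about 150% in these data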;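 further: ratio of well median GFP fluorescence to mean of DMSO wells on the plate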
AGP1 TOR yeast: modulators of AGP1-GFP expression in yeast TOR pathway, primary screen, cell-based, multiplex flow cytometry, S. cerevisiae, MLPCN library | 3 h; GFP as percent of DMSO wells | GFP response vs DMSO, % at 10 µM | actives 0.02% (n = 320,000) | AID 2066, 2009;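 active means GFP response relative to DMSO above a set limit, near screen average plus 3 SD, cut at about 150% in these data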;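 further: median GFP channel fluorescence of the gated AGP1 strain per well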
* hit, by the source's call; . = no result given.

SMILES	LAP4 TOR yeast	AHR act	Yeast superoxide	Efflux pump mplx	RPL19A-GFP yeast	MEP2 TOR yeast	CIT2-GFP yeast	AGP1 TOR yeast
Cn1nnnc1Sc1ncnc2scc(-c3ccccc3C(F)(F)F)c12	101	28	87	0.0	98	101	103	102
CSc1ccc(CCNC(=O)CS(=O)(=O)Cc2nc(-c3ccccc3F)oc2C)cc1	87	-2	106	0.0	95	111	101	92
Nc1cc(N)nc(SCc2cccnc2)n1	100	0	96	-0.2	98	101	99	105
COc1ccc(S(=O)(=O)NCc2ccncc2)cc1NC(=O)c1ccccc1C	88	3	111	0.1	90	89	82	93
O=c1c2c(nc3cc(-c4ccc(F)cc4)[nH]n13)CCC2	96	16	97	0.2	97	98	95	96
CC(C)CN(C(=O)CN1CCN(S(=O)(=O)c2ccccc2)CC1)c1c(N)n(CC(C)C)c(=O)[nH]c1=O	93	-2	109	0.8	99	105	96	98
Cc1ccc(CNC(=O)c2nc3nc(C)cc(C)n3n2)cc1	90	-2	95	-0.1	89	94	96	91
Cc1ccc(C(=O)CSc2ncnc3ccccc23)o1	108	11	80	-0.1	103	89	86	94
Cc1cc(C(=O)OCC(=O)Nc2ccccc2)c(C)o1	107	0	130	0.0	96	98	97	97
O=C(Nc1nnc(-c2ccncc2)s1)Nc1ccccc1F	105	3	85	0.2	99	102	96	105
CCOC(=O)c1c(NC(=O)c2ccc(Cl)cc2)csc1C	110	6	89	-0.1	103	127	101	101
COc1ccc(CC(NC(C)=O)C(=O)NC2CCN(c3c(Cc4ccccc4)c(C)nc4ncnn34)CC2)c(OC)c1 (stereo not drawn)	104	2	94	-0.1	106	105	102	109
CCOc1ccc(NC(=O)c2ccc(NC(=O)CSc3nc4ccccc4c(=O)[nH]3)cc2)cc1	112	-1	94	-0.3	104	121	115	108
O=C(c1nc2ccc(Cl)cn2c1CN1CCC[C@H]1CO)N1CCCCCCC1	108	2	94	-1.2	106	111	103	104
CC(=O)Nc1ccc(NC(=O)C2CCN(C(=O)C3CC(=O)N(c4ccc(C)cc4)C3)CC2)cc1 (stereo not drawn)	100	0	98	-0.1	100	104	109	100
Cc1ccc(-c2nnc(OCC3CCCO3)c3ccccc23)cc1 (stereo not drawn)	107	5	107	0.0	89	81	80	82
O=C(CN1CCCCC1)NC(=O)NCc1ccccc1	99	4	104	0.1	101	103	102	103
CCN=C1S/C(=C\c2ccc(Sc3ccc(Cl)cc3)o2)C(=O)N1CC	106	0	96	0.0	98	106	102	101
CCOC(=O)N1CCN(C(=O)C2CCN(S(=O)(=O)c3ccc(C)cc3)CC2)CC1	83	-1	101	0.0	97	95	104	93
CC(Oc1cc2oc(=O)c3c(c2cc1Cl)CCC3)C(=O)NCc1ccncc1 (stereo not drawn)	91	-5	106	0.0	100	107	100	100
CN(Cc1cn[nH]c1-c1ccc2c(c1)OCO2)C1CCOCC1	102	5	111	0.0	102	109	99	112
Cn1c2c(c(=O)n(C)c1=O)C(c1ccccc1Cl)C(C#N)=C(N)O2 (stereo not drawn)	98	2	94	-0.2	98	91	91	105
O=C(Nc1nncs1)C12CC3CC(CC(Cl)(C3)C1)C2	86	.	103	-0.1	99	101	94	92
Cc1ccc(S(=O)(=O)CCC(=O)OCC(=O)Nc2cc(C)on2)cc1	.	4	101	0.0	99	88	105	98

2 entries picked at random from those above:
SMILES	LAP4 TOR yeast	AHR act	Yeast superoxide	Efflux pump mplx	RPL19A-GFP yeast	MEP2 TOR yeast	CIT2-GFP yeast	AGP1 TOR yeast
Cc1ccc(S(=O)(=O)CCC(=O)OCC(=O)Nc2cc(C)on2)cc1	.	4	101	0.0	99	88	105	98
O=C(c1nc2ccc(Cl)cn2c1CN1CCC[C@H]1CO)N1CCCCCCC1	108	2	94	-1.2	106	111	103	104

More results follow:
SMILES	LAP4 TOR yeast	AHR act	Yeast superoxide	Efflux pump mplx	RPL19A-GFP yeast	MEP2 TOR yeast	CIT2-GFP yeast	AGP1 TOR yeast
COC(=O)c1cc(NC(=O)CC2SCCNC2=O)cc(C(=O)OC)c1 (stereo not drawn)	95	-3	83	-0.2	100	105	105	103
COc1ccc(-c2coc3cc(OC)cc(O)c3c2=O)cc1	110	-8	92	0.0	99	100	90	97
COc1ccc(CNC(=O)CN2C(=O)c3ccccc3C2=O)cc1	98	1	93	-0.3	103	103	102	100
CC(=O)Nc1ccc(C(=O)COC(=O)C2CCCCC2)c(F)c1	111	0	110	-0.1	98	95	91	96
Cc1nnc(SCc2cccc([N+](=O)[O-])c2)[nH]c1=O	93	1	106	-0.1	102	92	94	94
COc1ccccc1C(=O)NCCC(=O)Nc1ccc(OC(F)(F)F)cc1	98	8	102	0.0	104	110	98	98
COC(=O)c1nnc(-c2ccccc2)nc1OC	108	11	105	0.7	100	99	105	97
O=C(CN(C(=O)Cn1nnc(-c2ccccc2F)n1)c1cccc2c1CCCC2)NCc1ccccc1	96	0	115	-0.1	97	100	99	100
COc1ccc(C(=O)CC(=O)C(=O)Nc2ccc(Cl)cc2)cc1	102	1	96	1.4*	103	98	90	98
Cn1c(=O)oc2cc(S(=O)(=O)N3CCC(C(=O)N4CCc5ccccc5C4)CC3)ccc21	91	-2	102	0.1	100	90	85	97
N=C(N)SCc1nc2ccccc2c(=O)n1-c1ccccc1Cl	97	25	107	0.3	97	97	93	100
COc1cccc(NC(=O)CN2CCCCCC2)c1	84	6	101	0.1	98	103	97	90
Cc1c(N=C2NC(=O)/C(=C/c3ccc(O)cc3)S2)c(=O)n(-c2ccccc2)n1C	102	5	102	0.8	96	106	100	106
CC1CCC(NC(=O)CN(C)S(=O)(=O)c2cccc3cccnc23)CC1 (stereo not drawn)	105	1	97	0.0	98	105	98	100
CN(C)N1C(N)=C(C#N)C(c2ccccc2)C2=C1CC(C)(C)CC2=O (stereo not drawn)	95	-1	100	-0.1	103	101	99	94
O=C(c1ccccc1F)N1CCC(O)(c2cccnc2)CC1	93	1	104	0.0	102	100	97	96
COC(=O)c1cc(-c2c(C)oc3cc(OC(C)C)ccc3c2=O)c(C)o1	115	3	102	0.1	101	105	96	99
O=C(CN(c1ccccc1)S(=O)(=O)c1ccccc1)Nc1ccc(F)cc1	99	5	106	0.0	102	99	101	103
CC(=O)N1CCN(Cc2nc3cc(NC(=O)COc4cccc(C)c4)ccc3n2C)CC1	90	0	105	-0.2	97	103	102	94
CC(=O)n1cc(/C=N/NC(N)=S)c2ccccc21	92	2	88	0.1	99	103	103	97
N#CC(C#N)=Cc1ccc(-c2ccc(S(=O)(=O)N=C(N)N)cc2)o1	104	-2	109	-0.1	105	110	116	109
O=C(CCNC(=O)c1ccccc1Cl)NCC1CCCO1 (stereo not drawn)	110	8	105	-0.1	100	95	111	113
COc1ccc(OC)c(/C=N/Nc2nncn2/N=C/c2cc(OC)ccc2OC)c1	94	51*	87	0.7	101	101	96	99
CCn1c(SCc2ccc(F)cc2)nnc1-c1nn(-c2ccccc2)ccc1=O	95	0	85	-0.2	91	95	90	92

Laid out differently: two of the compounds above
SMILES | LAP4 TOR yeast | AHR act | Yeast superoxide | Efflux pump mplx | RPL19A-GFP yeast | MEP2 TOR yeast | CIT2-GFP yeast | AGP1 TOR yeast
CC(=O)N1CCN(Cc2nc3cc(NC(=O)COc4cccc(C)c4)ccc3n2C)CC1 | 90 | 0 | 105 | -0.2 | 97 | 103 | 102 | 94
CC(=O)n1cc(/C=N/NC(N)=S)c2ccccc21 | 92 | 2 | 88 | 0.1 | 99 | 103 | 103 | 97

Next compounds
SMILES	LAP4 TOR yeast	AHR act	Yeast superoxide	Efflux pump mplx	RPL19A-GFP yeast	MEP2 TOR yeast	CIT2-GFP yeast	AGP1 TOR yeast
O=C(O)[C@H]1CCCC[C@H]1C(=O)Nc1cc([N+](=O)[O-])ccc1F	102	4	97	0.1	103	101	100	98
Cc1ccc(OCC(=O)N2CCc3ccccc3C2)c(Br)c1	93	0	108	0.0	98	98	93	91
Cc1cc(C(=O)NCC(=O)OC(C)C(=O)N2CCOCC2)ccc1[N+](=O)[O-] (stereo not drawn)	98	-1	102	0.2	97	100	92	96
CCCN(CCC)CCCNC(=S)Nc1ccc2nc3n(c(=O)c2c1)CCCCC3	91	3	89	0.1	100	104	89	96
COc1ccc(C(=O)NNC(=O)c2ccccc2[N+](=O)[O-])cc1[N+](=O)[O-]	114	1	114	-0.1	95	134	118	85
CCc1ccccc1NC(=O)CCS(=O)(=O)c1ccc(C)cc1	95	0	119	0.2	101	110	100	102
CC(C)CC(C(=O)O)N(Cc1ccccc1)Cc1ccccc1 (stereo not drawn)	89	1	93	0.0	87	90	94	87
CC(C)CN1CCC(C(=O)N2CCN(c3ccccc3F)CC2)CC1	92	-1	112	0.6	107	107	102	99
CC(C)N(CCc1ccncc1)C(=S)Nc1cccc(Cl)c1	102	2	98	-0.1	100	102	102	106
CCOC(=O)c1ccc(NC(=S)NNC(=O)C2(C)CC2(Cl)Cl)cc1 (stereo not drawn)	95	0	91	-0.1	98	100	102	97
Cc1ccc(S(=O)(=O)NC(CN2CCOCC2)=NCCNS(=O)(=O)c2ccccc2)cc1	97	2	103	0.3	101	100	89	97
CCOC(=O)c1cnc2c(cnn2C)c1NCCCn1ccnc1	97	59*	103	0.2	87	84	88	96
CCOc1cccc2cc(C(=O)NCc3ccccc3Cl)c(=O)oc12	84	2	107	0.0	99	97	90	92
CN(C)CC(=O)N1CCc2ccccc2C1	84	4	78	0.0	94	98	93	83
O=C(Cc1cccc2ccccc12)Nc1ccc(Br)cc1C(=O)O	101	2	99	0.1	105	113	101	105
COC(=O)/C=C/C(=O)N1CCN(c2ccccc2)CC1	102	1	83	-0.1	94	99	88	92
Cc1nnc(SC(C)C(=O)NCC2CCCO2)n1-c1ccccc1 (stereo not drawn)	92	1	90	0.2	97	102	96	102
CCOc1ccc2oc(C(=O)NCC(C)(C)CN(C)C)c(C)c2c1	107	9	102	0.1	99	97	107	102
COc1ccc(C(C(=O)NCCC(C)C)N(CCCO)C(=O)c2snc(C(N)=O)c2N)cc1OC (stereo not drawn)	90	2	101	-0.1	101	110	103	102
CC(Sc1nnnn1-c1ccccc1)C(=O)Nc1ccccc1-c1ccccc1 (stereo not drawn)	94	2	97	-0.6	107	100	100	99
O=C(O)c1cccc(S(=O)(=O)N2CCC(n3nnc4cc(C(F)(F)F)ccc43)CC2)c1	93	2	108	-0.1	102	101	104	98
CCSC(=Nc1ccccc1)N1CCOCC1	109	2	110	0.0	96	98	89	103
O=C(Cc1n[nH]c(=O)c2ccccc12)OCc1c(Cl)cccc1Cl	103	0	99	0.1	97	98	95	101
O=C(O)COCC(=O)NC1CCN(Cc2ccccc2)CC1	115	-4	111	-0.1	102	102	99	105
COCCCNc1nc2nonc2nc1N1CCC(C(C)N2CCOCC2)CC1 (stereo not drawn)	102	0	94	-0.1	89	96	99	.
CN(c1cccc(NC(=O)c2ccc(N(C)S(=O)(=O)c3ccccc3)cc2)c1)S(C)(=O)=O	109	21	101	0.2	98	98	94	99
CCCC(=O)NC(Nc1ccc(S(=O)(=O)Nc2cc(C)on2)cc1)(C(=O)OCC)C(F)(F)F (stereo not drawn)	95	-4	80	0.4	96	103	94	94
COc1ccc(CC(=O)Nc2ccc(S(=O)(=O)N3CCN(C)CC3)cc2)cc1	107	0	93	0.1	97	97	88	98
O=c1c2ccccc2ncn1-c1ccccc1[N+](=O)[O-]	88	0	104	0.0	106	105	105	102
CC(C)S(=O)(=O)c1csc(NC(=O)Nc2ccc(Cl)cc2)c1Cl	100	-1	106	0.0	96	94	100	102
O=C(CC1Nc2ccccc2NC1=O)NC1CCCCC1 (stereo not drawn)	108	14	91	-0.1	105	105	111	107

Compound activity from PubChem.
